Screens: PubChem BioAssay, several laboratories
RmlC RmlD mix: mixture blocks RmlC and RmlD coupled enzyme activity | inhibition, % at 5.5 µM | 110,000 compounds, 0.39% hits | RmlC/RmlD coupled enzyme inhibition, 384-well mixture HTS; in the data active means inhibition above about 30%, passing the limit was not always enough; further: strong numbers were not always called active
HIV RNase H inh: inhibitors of HIV-1 reverse transcriptase RNase H. P04585. RT-RNase H RNA/DNA duplex cleavage, fluorescence. inhibition, % at 10 µM. 65,000 compounds, 1.9% hits. AID 565; in the data active means inhibition above about 50%
* = called active by the depositor; / = not tested or not shown. The list is partial; the hit share may differ from the screen's.

canonical_smiles	RmlC RmlD mix	HIV RNase H inh
COc1cc(N/C=C(\C(C)=O)c2ccccc2)cc(OC)c1	8	/
CCOC(=O)C(Sc1nn(C)c(=S)s1)C(C)=O (centres undefined)	-10	/
CCCn1nnc(NC(=O)c2cccc(OCC)c2)n1	-4	-7
O=C1CC(N2CCC(c3nc4ccccc4s3)CC2)C(=O)N1 (centres undefined)	-13	2
Cc1ccc(C(=O)NC(=S)NCC2CCCO2)cc1 (centres undefined)	8	/
COc1cccc(C2C=C(c3ccc(Br)s3)Nc3ncnn32)c1OC (centres undefined)	19	-15
CNC(=S)N/N=C1\C(=O)c2cccc3cccc1c23	-13	/
O=C(COC(=O)c1ccc(S(=O)(=O)NCc2ccco2)cc1)NC1CCCCCC1	-9	/
OC(COCC1COc2ccccc2O1)CN1CCN(c2ccccc2F)CC1 (centres undefined)	-7	/
COC(=O)C1(S(=O)(=O)c2cccc3nsnc23)CC1	-72	-30
CCCn1c(C)nc2c(c1=O)c1nc3ccccc3nc1n2CCC1=CCCCC1	-5	8
COC(=O)C(NC(=O)c1ccccc1)(Nc1nccs1)C(F)(F)F (centres undefined)	-5	-8
CC(C)(C)c1ccc(OCc2nc(-c3ccccn3)no2)c(Br)c1	3	-26
c1cnc(SCCOc2cccc3ccccc23)nc1	4	/
O=c1cc(-c2ccc(O)cc2)oc2c(O)c(O)c(O)c(O)c12	11	/
COc1ccc(CN(C)C2CCCCC2)c(C)c1C	-12	/
Cc1cc(C(=O)Nc2sc3c(c2C#N)CCC3)no1	11	22
O=C(CSc1nnc2sc3ccccc3n12)NCc1ccc2c(c1)OCO2	6	-8
O=C1Nc2ccc(Br)cc2C1(O)Cc1ccncc1 (centres undefined)	4	4
S=C(N/N=C/c1ccccc1Cl)Nc1ccccc1	-10	/
CCCNc1cc(C)oc(=O)c1C(=O)CCC	-9	/
Cc1ccc2c(c1)-c1c(ssc1=S)C(C)(C)N2C(=O)CSC1=NCCS1	-7	/
CC(C)CNC(=O)CN(C1CCCCC1)S(=O)(=O)c1ccccc1	4	-9
COc1ccc(CCC2(C)NC(=O)NC2=O)cc1 (centres undefined)	-11	-9
Cc1ccc(C(=O)N/N=C\c2ccc(Br)o2)o1	-2	/
Cc1coc2cc3oc(=O)c4c(c3cc12)CCCC4	46	-17
COc1ccc(C(O)CNC(C)C)c(F)c1OC (centres undefined)	-12	/
CCCCCCNCCn1cnc2c(N)ncnc21	6	/
CCC1(CC)NC(=O)N(CC(=O)OCn2nnc3ccccc3c2=O)C1=O	9	-2
FC(F)(F)c1cccc(Nc2ncnc3ccccc23)c1	-13	4

One compound at a time, from the list above. Screens in order: RmlC RmlD mix | HIV RNase H inh
O=C(COC(=O)c1ccc(S(=O)(=O)NCc2ccco2)cc1)NC1CCCCCC1 reads -9 | /
Cc1ccc(C(=O)NC(=S)NCC2CCCO2)cc1 (centres undefined) reads 8 | /
O=C1CC(N2CCC(c3nc4ccccc4s3)CC2)C(=O)N1 (centres undefined) reads -13 | 2

Gathered by group: the entries above containing a thiophene ring, fused or not.
canonical_smiles	RmlC RmlD mix	HIV RNase H inh
COc1cccc(C2C=C(c3ccc(Br)s3)Nc3ncnn32)c1OC (centres undefined)	19	-15
Cc1cc(C(=O)Nc2sc3c(c2C#N)CCC3)no1	11	22

The listing continues:
canonical_smiles	RmlC RmlD mix	HIV RNase H inh
COCCNc1oc(-c2ccc(Cl)cc2)nc1C#N	/	-23
CCOc1ccc2nc(NC(=O)CSc3nc4ccccc4c(=O)n3Cc3ccco3)sc2c1	14	43
CCCCCC(=O)N1CCN(c2ccc(C(C)=O)cc2F)CC1	-5	-8
Cc1ccccc1NC1=CC(=O)CC(C)(C)C1	14	/
Cc1ccc(-c2ccc(C(=O)Nc3cccc(F)c3)o2)c2ccccc12	4	/
Cc1onc(-c2ccccc2)c1-c1ccc(S(N)(=O)=O)cc1	-6	/
CC(C)(C)NC(=O)c1ccc2nccnc2c1	-43	2
O=C(NC(=S)Nc1ccc(S(=O)(=O)N2CCCCC2)cc1)c1ccc(Cl)cc1	9	/
COCC(C)n1c(C)cc(C(=O)CN2C(=O)NC(Cc3c[nH]c4ccccc34)C2=O)c1C (centres undefined)	5	/
COc1ccc(Cl)cc1Nc1nc(-c2sc(NC(=O)c3ccccc3)nc2C)cs1	-7	/
CCCCC1=CC2=CC(=O)C(C)(OC(=O)CC)C(=O)C2=CO1 (centres undefined)	-11	/
CCN(CC)c1nc(OCCNC(=O)Nc2ccccc2)nc(N(CC)CC)n1	8	/
COc1cc(/C=N/c2oc(-c3ccccc3)cc2C#N)ccc1O	0	/
O=C(CSc1ccc(Cl)cc1)N1CCC(c2nc3ccccc3s2)CC1	6	/
NC(=S)Cc1nc2n(n1)Cc1ccccc1-2	-8	/
O=C(Nc1ccc(Br)cc1)c1ccc(CSC2=NCCS2)cc1	3	/
CC(OC(=O)Cn1c(C(F)(F)F)nc2ccccc21)C(N)=O (centres undefined)	-12	/
O=C(Nc1cccc2ccccc12)/C(Cl)=C/c1ccccc1	15	/
CCC(C)n1cnc2c(c1=O)c1nc3ccccc3nc1n2-c1ccc2c(c1)OCCO2 (centres undefined)	/	15
O=C(Nc1ccc2c(c1)OCO2)C1CCCN1C(=O)Nc1ccccc1F (centres undefined)	-5	3
CCSc1cc(C)nc2c(-c3ccccc3)c(C)nn12	-14	/
C=CCNc1sc(C(=O)c2ccccc2)c(N)c1-c1nc2ccccc2s1	-5	/
CCOC(=O)CC(=O)CSc1nc2c(sc(=S)n2-c2ccccc2)c(=O)[nH]1	13	-9
O=C(NCc1cccs1)Nc1ccc2c(c1)OCO2	9	-2
CCOC(=O)C1=C(C)NC(=O)NC1c1ccc(N(CC)CC)cc1 (centres undefined)	12	-11
O=C(COc1ccc(Cl)cc1)NCc1nnc(SCC(=O)c2ccccc2)o1	-11	-1
COC(=O)C1=C(C(=O)OC)[C@@H]2Nc3ccccc3[C@@]23C[C@@H](C(=O)OC)N(C(=O)c2ccco2)C3=N1	13	/
CCOC(=O)c1cc2ccc(OC)c(OC)c2c(=O)s1	-7	-16
CCO[C@@H]1OC(C(=O)NC2CC2)=C[C@H](c2ccc(C(F)(F)F)cc2)[C@H]1CCCO	-15	/
CCOC(=O)C1CCN(C(=O)CNC(=O)OC(C)(C)C)CC1	-10	-8
O=C(CCc1ccccc1)NC(NC(=S)Nc1ccc(Br)cc1)C(Cl)(Cl)Cl (centres undefined)	-24	/
O=C(O)CCCNS(=O)(=O)c1cccc2nsnc12	3	/
CC12CCC(C(N)=O)(c3nc4ccccc4nc31)C2(C)C (centres undefined)	12	-8
COC(=O)COc1cccc(NS(=O)(=O)c2ccc(NC(C)=O)cc2)c1	-16	-1
CCn1c(=O)cc(OCC(=O)NC(C)c2ccc3c(c2)OCCO3)c2ccccc21 (centres undefined)	-10	/
CCCN(CC1CC1)C(=O)Nc1ccccc1C	5	-2
O=C(N/N=C/c1cccc([N+](=O)[O-])c1)C1CC(=O)N(c2ccc(Cl)cc2)C1 (centres undefined)	-5	/
CCCOC(=O)/C(C(N)=NCc1ccccc1)=C(\O)OCCC	-8	-65
COc1cc(C2c3c(oc4ccc(C)cc4c3=O)C(=O)N2c2cc(C)ccn2)cc(OC)c1OC (centres undefined)	/	2
Cc1cc(C2=CC(C)(c3cc(C)oc3C)Nc3nc(C(F)(F)F)nn32)c(C)o1 (centres undefined)	-14	14
CNS(=O)(=O)c1cccc(C(=O)OCC(=O)N2c3ccccc3CC2C)c1 (centres undefined)	-6	/
Cc1ccc(CS(=O)(=O)CCC(=O)NCCN2CCCC2)cc1	-12	-22
COC(=O)c1cc2occc2n1CC(=O)N(C)C1CCCCC1	-10	4
CSc1nc2ccc(NC(=O)C3CC(=O)N(Cc4ccccc4)C3)cc2s1 (centres undefined)	8	/
C#CCOCCOCCOCCNc1nc(N2CCN(C(=O)[C@H]([C@@H](C)O)n3cc(CCCCN)nn3)CC2)nc(N2CCN(C(=O)[C@H](C)n3cc(CCCN=C(N)N)nn3)CC2)n1	-10	/
Cc1cc(C)c(S(=O)(=O)NCCC2CCCN2C)c(C)c1 (centres undefined)	-14	-6
COc1cc(OC)cc(-c2cc3nc4c(c(N5CCN(c6ncccn6)CC5)n3n2)CCCC4)c1	-20	-34
COc1ccccc1NC(=O)CSc1nc(O)cc(=O)n1C	-13	-2
Cc1cccc(C)c1NC(=O)CSc1nnnn1-c1ccc(C(=O)O)cc1	-7	/
CCOCCCNC(=O)Cc1c(C(=O)O)[nH]c2ccc(Cl)cc12	8	-7
O=C(Cn1cc2c(n1)CCCC2)Nc1ccccc1Br	11	-36
CCC(C)c1ccc(Nc2ncccc2C#N)cc1 (centres undefined)	6	/
C/C(=N\Nc1nnc(-c2ccccc2)c(-c2ccccc2)n1)c1cccc([N+](=O)[O-])c1	8	/
COC(=O)CSc1ncc(OC)c(OC)n1	-14	/
O=C(OCn1nnc2ccccc2c1=O)c1ccco1	3	/
CCC/C=C1/CCCOC(C(=O)NCc2ccc(S(C)(=O)=O)cc2)(C(F)(F)F)C1 (centres undefined)	7	/
CC(C)COc1ccccc1C(=O)NC(CO)C(=O)O (centres undefined)	-8	/
c1ccc(OCc2nn3c(-c4cccnc4)nnc3s2)cc1	-16	-7
CC1(C)CC(NS(=O)(=O)c2ccc(S(=O)(=O)N3CCOCC3)cc2)CCO1 (centres undefined)	-7	-7
CCC(C)N(NC(C)=O)c1nc(Cl)nc(NC(C)(C)C)n1 (centres undefined)	6	/

Next part.
canonical_smiles	RmlC RmlD mix	HIV RNase H inh
Cc1c(C(=O)NCc2ccc3c(c2)OCO3)oc2ccc(S(=O)(=O)N3CCCCCC3)cc12	-13	11
CCC1(COC(NC(=O)c2cccnc2)(C(F)(F)F)C(F)(F)F)COC1	0	-4
O=C(NCc1ccc2c(c1)OCO2)Oc1ccccc1	-16	-18
O=C(C1CCCN(S(=O)(=O)c2cccc3cccnc23)C1)N1CCN(c2ccccc2F)CC1 (centres undefined)	-10	-17
COc1ccc(C(=O)N(CCN2CCOCC2)CC(=O)NC2CCCC2)cc1OC	2	0
CN1CCN(S(=O)(=O)c2ccc(NC(=O)c3ccc(Br)o3)cc2)CC1	-4	-3
COC(=O)c1ccc(Oc2nc(NC(C)C)nc(N(C)C)n2)cc1	-30	3
O=C(Cn1nnc(-c2cccs2)n1)N1c2ccccc2Sc2ccc(C(F)(F)F)cc21	10	/
Cc1cccc(NC(=O)CC2NC3CCCCC3NC2=O)c1 (centres undefined)	6	-2
Cc1ccc(NC(=O)C(C)c2ccc(-c3ccccc3)c(F)c2)c(C)c1 (centres undefined)	-9	/
Cc1ccc(S(=O)(=O)N(CC(=O)N2CCC(C(N)=O)CC2)c2cccc(C(F)(F)F)c2)cc1	-14	8
O=C(Cn1nnc(-c2ccccc2)n1)N1CCN(S(=O)(=O)c2ccc(Cl)cc2)CC1	-7	-7
c1ccc2c(c1)Nc1ccccc1S2	6	/
CC(=O)NCCn1c(SCc2ccc(C)cc2C)nc2ccccc2c1=O	10	/
Cc1ccc(NC(=O)CSc2nnc([C@@H](N)Cc3c[nH]c4ccccc34)o2)c(C)c1	-5	-11
CC(C)CC(OC(=O)c1nsc(Cl)c1Cl)C(=O)NCc1cccs1 (centres undefined)	-9	/
O=c1[nH]c(CN2CCN(Cc3ccccc3)CC2)nc2sc3c(c12)CCC3	/	0
COc1ccc(OC(C)C(=O)N2CCC(C)CC2)cc1 (centres undefined)	4	/
CC1=C(CC[C@@H](C)CO)OC2CC3C4CCC5CC(O)CCC5(C)C4CC(=O)C3(C)C12 (some centres undefined)	-8	/
COc1ccc(C2NC(=O)NC(C)=C2C(=O)Nc2cc(C)ccc2C)cc1OC (centres undefined)	6	0
O=C(O)c1ccc(C(=O)O)c(C(=O)c2ccccc2)c1	-16	/
CCCCNC(=O)c1cnc2n(c1=O)CCS2	-20	-5
COCCCNC(=O)c1c(N)n(-c2ccc3c(c2)OCO3)c2nc3ccccc3nc12	-3	-5
O=C(c1cn[nH]c1)c1cc(F)ccc1O	-5	1
Cc1sc2nc(C3CC3)nc(N3CCN(S(=O)(=O)c4ccc(F)cc4)CC3)c2c1C	-16	9
CCN(CC)c1ccc(N=Cc2c(O)n(-c3ccccc3C)c(=O)[nH]c2=O)cc1	-10	12
O=c1[nH]cnc2c1oc1ccccc12	13	-14
COC(=O)c1ccc(NC(=O)CN2CCN(S(=O)(=O)c3cc(Cl)ccc3OC)CC2)cc1	3	-17
Cc1ccnc(NC(=O)c2ccccc2NC(=O)C(C)(C)C)c1	28	/
CCCn1c(OC)nc2c1c(=O)n(C)c(=O)n2C	-9	-13
Cn1c(=O)c2c(nc(N3CCOCC3)n2C)n(C)c1=O	/	-1
CCOC(=O)c1sc(NC(=O)COC(=O)c2ccco2)nc1C	4	-2
O=P(C1=C(N2CCOCC2)/C(=C\c2ccccc2)CC1)(N1CCOCC1)N1CCOCC1	-11	-6
